# DENV2 CPE rescue = DENV2-induced cell death inhibition | DENV2-infected cells, cytopathic effect rescue, plate reader | hit rate 1.7% among 350,000 | CPE inhibition, % at 9.99 µM; in the data active = CPE inhibition above about 20%, passing the limit was not always enough; inconclusive = no clear call, values can overlap the other calls; tested in BHK-21 cells;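 note: 0% = median of neutral control wells and 100% = median of positive control wells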
# Statin myotox sup = protects C2C12 myotubes from simvastatin toxicity. hit rate 0.78% among 330,000. rescue of ATP level, % at 7.49 µM. ATP luminescence, 48 h; scaled: DMSO 0, geranylgeraniol control 100;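 active = mean ATP rescue above about 67%, or every replicate alone reaching that limit, limit read from the data, passing the limit was not always enough; inconclusive = no clear call, values can overlap the other calls; inactive = mean under the limit and some replicate under it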;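 note: myotubes were challenged with 10 µM simvastatin during compound exposure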
# SIRT5 inh = sirtuin-5 (human) deacylase inhibition; Q9NXA8; Purified SirT5, succinyl-peptide AMC, trypsin-coupled fluorescence; inhibition, % at 15 µM; hit rate 1.1% among 330,000; AID 652115; in the data active = inhibition above about 15%; inconclusive = no clear call, values can overlap the other calls
# Target sequence (Q9NXA8 whole entry, looked up): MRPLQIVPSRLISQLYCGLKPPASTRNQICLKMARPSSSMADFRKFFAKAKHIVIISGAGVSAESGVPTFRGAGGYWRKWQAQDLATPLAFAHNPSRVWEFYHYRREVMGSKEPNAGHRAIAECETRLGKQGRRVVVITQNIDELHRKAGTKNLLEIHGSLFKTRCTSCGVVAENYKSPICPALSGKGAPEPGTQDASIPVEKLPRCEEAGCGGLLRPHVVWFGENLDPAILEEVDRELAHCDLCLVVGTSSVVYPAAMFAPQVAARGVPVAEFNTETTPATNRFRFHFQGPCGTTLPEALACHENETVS
# PglD DTNB = blocks C. jejuni PglD acetyltransferase activity | purified PglD enzyme, DTNB colorimetric CoA detection | inhibition, % at 12.5 µM | hit rate 0.098% among 360,000 | AID 602405; in the data active = inhibition above about 16%, passing the limit was not always enough; inconclusive = no clear call, values can overlap the other calls; note: strong numbers were not always called active
# S100A4 inh HTS = S100A4-myosin IIA interaction inhibition. P26447. AID 652163. S100A4/TAMRA-MyoIIA peptide fluorescence polarization. hit rate 0.14% among 360,000. inhibition, % at 10.7 µM;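 active = mean inhibition of at least 70% across replicates, with every replicate also reaching that level; inconclusive = mean inhibition reaches 70% but some replicates fall short; inactive = mean inhibition below 70%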
# Target sequence (P26447 whole entry, looked up): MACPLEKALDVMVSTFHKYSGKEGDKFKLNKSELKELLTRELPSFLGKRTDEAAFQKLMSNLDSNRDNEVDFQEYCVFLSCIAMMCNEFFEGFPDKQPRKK
#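 Assay system: human S100A4 monomer with TAMRA-labelled myosin IIA peptide / Buffer or medium: Calcium-containing HEPES buffer, pH 7.2 / Reagent: TAMRA-labelled myosin IIA heavy-chain peptide probe, 5 nM / Compound: one dose per compound / Timing: polarization read 5 min after assay mix addition, stable 5–60 min / Benchmarks: neutral control DMSO, positive control TFP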
# ERp5 block = blocks human ERp5 reductase activity on insulin; Q15084; ERp5 insulin aggregation, absorbance 650 nm, 90 min; inhibition, % at 9.99 µM; hit rate 0.05% among 350,000; AID 651711;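 active = mean replicate inhibition above about 25%, with every replicate also reaching it, limit read from the data, passing the limit was not always enough; inconclusive = only one of those two criteria met; inactive = neither criterion met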
# Target sequence (Q15084 whole entry, looked up): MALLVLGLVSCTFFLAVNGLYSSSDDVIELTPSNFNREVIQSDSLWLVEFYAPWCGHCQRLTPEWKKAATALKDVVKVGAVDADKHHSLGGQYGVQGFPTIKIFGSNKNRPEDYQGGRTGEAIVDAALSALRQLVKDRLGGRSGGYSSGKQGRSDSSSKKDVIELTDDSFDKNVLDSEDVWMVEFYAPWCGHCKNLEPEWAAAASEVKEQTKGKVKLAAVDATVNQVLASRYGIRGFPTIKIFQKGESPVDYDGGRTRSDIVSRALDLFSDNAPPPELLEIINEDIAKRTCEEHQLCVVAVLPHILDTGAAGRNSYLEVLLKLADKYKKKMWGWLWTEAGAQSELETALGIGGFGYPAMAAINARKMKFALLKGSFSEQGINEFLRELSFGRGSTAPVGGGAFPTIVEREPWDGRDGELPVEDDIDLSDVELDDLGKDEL
# E-selectin induc = induces E-selectin expression in human endothelial cells; AID 686992; activation, % at 7.58 µM; P16581; HUVEC E-selectin immunofluorescence imaging; normalized: neutral wells 0, TNF-alpha wells 100; hit rate 0.37% among 260,000;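 active = mean E-selectin-positive cell signal at least 10% of the positive control, reached in at least 60% of replicates, without over 20% cell loss; inconclusive = no rule given, readout overlaps actives, possibly toxicity-flagged; inactive = the rest, including those meeting only one limit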;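 note: in these data hits start at about 27%; measured in HUVEC primary endothelial cells; signal is the percent of cells scored E-selectin positive by PE staining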
#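 assay system = HUVEC, human umbilical vein endothelial cells | input = 3,000 HUVEC seeded per well | medium = EGM-2 growth medium on 0.1% gelatin-coated wells | dosing = one compound dose added by pin transfer | signal = immunofluorescence imaging | read-out basis = % PE-positive cells | control set = TNF-alpha, DMSO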
# Active calls of the source: *; ? = inconclusive; . = not tested or not shown.
[1] Cn1cccc1-c1cc(C(=O)N/N=C/c2cccc(O)c2)[nH]n1
[2] C[C@@H]1CCCCO[C@H](CN(C)S(=O)(=O)c2cccs2)[C@@H](C)CN([C@@H](C)CO)C(=O)c2cc(NC(=O)CCCN(C)C)ccc2O1
[3] COCCCn1c(-c2ccc(OC)cc2)nc2c1c(=O)[nH]c(=O)n2Cc1ccccc1
[4] O=C(C1CCC1)N1CCCCN2[C@H](CO)[C@@H](c3ccc(C#CC4(O)CCCC4)cc3)[C@H]2C1
[5] CC(C)Cc1nnc(NS(=O)(=O)c2ccccc2)s1
[6] Cc1ccc(Cn2nc3c4cc(F)ccc4n(Cc4ccc(F)cc4)cc-3c2=O)cc1
Screen / compound no. | 1 | 2 | 3 | 4 | 5 | 6
DENV2 CPE rescue | 18 | -4 | 0 | -12 | -7 | -1
Statin myotox sup | 0 | . | 18 | -16 | -4 | 7
SIRT5 inh | 3 | 2 | 3 | 4 | 0 | -1
PglD DTNB | 2 | 2 | -2 | -2 | -4 | 1
S100A4 inh HTS | -2 | 3 | 0 | -6 | -3 | -1
ERp5 block | 1 | 4 | 2 | 3 | 2 | 2
E-selectin induc | . | -0.1 | 0.3 | -0.3 | -0.2 | 0.5

[7] COc1cccc(CNC(=O)CC2C(=O)NCCN2CCCc2ccccc2)c1 (stereo not drawn)
[8] Cc1c(NC(=O)COC(=O)/C=C/c2ccccc2Br)c(=O)n(-c2ccccc2)n1C
[9] Cc1ccc(-c2cc(O)cc3sc(=O)oc23)cc1C
[10] CCC(=O)Nc1ccc2c(c1)OC[C@@H](C)N(S(=O)(=O)c1cn(C)cn1)C[C@@H](C)[C@H](OC)CN(C)C2=O
[11] COC(=O)C(C)N(C(=O)c1ccc(Cl)cc1)c1c(C)cccc1C (stereo not drawn)
[12] COc1ccc(NC(=O)c2cc(S(=O)(=O)N3CCCCC3)c[nH]2)cc1Cl
Screen / compound no. | 7 | 8 | 9 | 10 | 11 | 12
DENV2 CPE rescue | -6 | -4 | -8 | 3 | . | -8
Statin myotox sup | 5 | 7 | 9 | -2 | 60 | 0
SIRT5 inh | 2 | 0 | -1 | . | -1 | -2
PglD DTNB | -11 | 0 | . | 3 | 12 | .
S100A4 inh HTS | -13 | 3 | -8 | 1 | -11 | 2
ERp5 block | 1 | 2 | -1 | 4 | 2 | 4
E-selectin induc | 0.0 | . | -0.1 | 0.0 | . | 0.5

[13] COCCN(C(=O)CCC(=O)Nc1cc(C)on1)C(C(=O)NC1CCCC1)c1ccc(C)cc1 (stereo not drawn)
[14] Cc1cccc(NC(=S)NNc2cccc(Cl)c2)c1
[15] O=C1Nc2ccccc2N(O)N1c1ccc(Cl)cc1
[16] Cc1ccc(N(CCC(=O)O)S(=O)(=O)c2cccc(C(F)(F)F)c2)cc1
[17] C[C@H](CO)N1C[C@H](C)[C@H](CN(C)S(=O)(=O)c2cn(C)cn2)Oc2cc(C3=CCCCC3)ccc2S1(=O)=O
[18] C[C@@H]1CN([C@@H](C)CO)C(=O)Cc2cc(NS(=O)(=O)c3cccs3)ccc2O[C@@H]1CN(C)Cc1ccc(Oc2ccccc2)cc1
Screen / compound no. | 13 | 14 | 15 | 16 | 17 | 18
DENV2 CPE rescue | -9 | -4 | 12 | -7 | -6 | 7
Statin myotox sup | -22 | 19 | . | 5 | -6 | 25
SIRT5 inh | 0 | -1 | -3 | 3 | -3 | 3
PglD DTNB | -6 | -2 | . | . | 12 | -1
S100A4 inh HTS | -19 | -4 | -3 | -1 | -6 | 2
ERp5 block | -3 | 0 | 4 | -10 | ? | -3
E-selectin induc | 0.4 | 0.6 | . | 0.6 | -0.1 | 0.2

[19] Cc1cc(CNC(=O)CC2C(=O)NCCN2Cc2ccc(-c3ccccc3)cc2)nn1C (stereo not drawn)
[20] O=C(Nc1ccccc1O)c1ccc(C(=O)c2ccccc2)o1
[21] CC(C)(C)CN1CCNC[C@H]1Cc1ccc(O)cc1
[22] COc1ccc(-c2nc(CCl)cs2)cc1
[23] C[C@@H]1CN([C@H](C)CO)C(=O)CCCn2cc(nn2)CO[C@@H]1CN(C)C(=O)Nc1ccc(-c2cccs2)cc1
[24] O=C(C1CCN(C2CCN(Cc3ccc4c(c3)CCO4)CC2)CC1)N1CCOCC1
Screen / compound no. | 19 | 20 | 21 | 22 | 23 | 24
DENV2 CPE rescue | -3 | 1 | -5 | 4 | ? | 0
Statin myotox sup | 0 | 12 | 2 | . | 12 | 4
SIRT5 inh | 2 | 0 | 0 | -1 | 0 | 0
PglD DTNB | -8 | -4 | 2 | . | 5 | 1
S100A4 inh HTS | 5 | -3 | -19 | 5 | -3 | -18
ERp5 block | 4 | -4 | -10 | 2 | 0 | -2
E-selectin induc | 1.0 | 0.7 | -0.1 | . | -0.2 | .

[25] CN(NC(=O)C(=O)NCc1ccco1)C(=O)NC1CCCCC1
[26] CN(C)Cc1c(C(=O)N/N=C/c2cccs2)nnn1-c1nonc1N
[27] O=C(NCCc1ccccc1)C1CCCN1C(=O)Nc1ccc(Cl)cc1 (stereo not drawn)
[28] CCCCc1ccc(-n2c(Cc3cccs3)n[nH]c2=S)cc1
[29] COC(=O)c1ccc(CNC(=O)COC(=O)COc2ccc(OC)cc2)cc1
[30] C(#Cc1ccc2c(c1)COc1c3ccccc3nn1-2)c1ccccc1
Screen / compound no. | 25 | 26 | 27 | 28 | 29 | 30
DENV2 CPE rescue | 6 | ? | -4 | 6 | 4 | 9
Statin myotox sup | . | 12 | 8 | . | . | -17
SIRT5 inh | . | 0 | -2 | -5 | -7 | .
PglD DTNB | . | -1 | -8 | . | . | -2
S100A4 inh HTS | -2 | 11 | 5 | -7 | 3 | 16
ERp5 block | -2 | 2 | -2 | -2 | 1 | 1
E-selectin induc | 0.0 | . | . | . | 1.0 | .

[31] CC1(C(=O)Nc2cnc3ccccc3c2)CCN1CCOc1ccccc1 (stereo not drawn)
[32] Cc1cccc(-n2c(SCC(=O)Nc3cccc(S(=O)(=O)NC4=NCCCCC4)c3)nc3ccccc3c2=O)c1C
[33] CC(C)(C)C1CCN2CCC[C@](c3ccccc3)(C1)[C@@]21CO1 (stereo partly drawn)
[34] S=c1[nH]nc(C(c2ccccc2)C2CCCCC2)o1 (stereo not drawn)
[35] C=CCN(c1nc(C)cc(OC)n1)S(=O)(=O)c1ccc(C)cc1
[36] COC(=O)C[C@@H]1CC[C@@H](NC(C)=O)[C@@H](CO)O1
Screen / compound no. | 31 | 32 | 33 | 34 | 35 | 36
DENV2 CPE rescue | -13 | -7 | 1 | 4 | -2 | -6
Statin myotox sup | 5 | . | . | . | -7 | .
SIRT5 inh | -3 | -2 | 0 | 2 | 2 | .
PglD DTNB | -7 | 3 | . | . | -4 | .
S100A4 inh HTS | 6 | -5 | 3 | -5 | -4 | 0
ERp5 block | 0 | 0 | 1 | 1 | 3 | 3
E-selectin induc | 0.2 | -0.4 | . | . | . | -0.1

[37] COc1ccccc1-c1noc2ncnc(Nc3ccc4c(c3)OCO4)c12
[38] CC(Cc1cccs1)NC(=O)NC1CCCCC1 (stereo not drawn)
[39] CSc1nnc(CCNS(=O)(=O)c2ccccc2Br)n1C
[40] Cc1cccc(OCCN2CCOCC2)c1C
[41] O=C(NC(=S)N1CCN(c2ccc(F)cc2)CC1)c1ccccc1
[42] COC(=O)c1ccc(NC(=O)C2CC3CCC2C3)cc1 (stereo not drawn)
Screen / compound no. | 37 | 38 | 39 | 40 | 41 | 42
DENV2 CPE rescue | -2 | -2 | -1 | -3 | 10 | 47*
Statin myotox sup | -8 | 0 | -7 | 1 | . | -17
SIRT5 inh | . | -4 | -1 | . | -4 | -1
PglD DTNB | -3 | -3 | 3 | 7 | . | -3
S100A4 inh HTS | 9 | 2 | 0 | -1 | -5 | -2
ERp5 block | 4 | -7 | 0 | -4 | 2 | 2
E-selectin induc | 0.0 | . | . | . | -0.2 | 0.0

[43] COCCCNC(=O)C[C@H]1C[C@@]2(C(=O)OC)C(=C[C@H](C(C)(C)C)O[C@@H]2C)N(CCc2ccc(OC)c(OC)c2)C1=O
[44] C[C@@H]1CN([C@H](C)CO)C(=O)c2cc(NS(=O)(=O)c3ccc(Cl)cc3)ccc2O[C@@H](C)CCCCO[C@H]1CN(C)Cc1ccc(C(F)(F)F)cc1
[45] CCC(=O)N(C)C[C@@H]1Oc2cc(-c3ccccc3)ccc2S(=O)(=O)N([C@@H](C)CO)C[C@H]1C
[46] CSc1cccc(CN(C)C(=O)C2CCC(=O)N(CCCN3CCCC3=O)C2)c1 (stereo not drawn)
[47] CN1C(=O)c2cc(NC(=O)Cc3cccs3)ccc2OC[C@H]2O[C@@H](CC(=O)NCC3CCCCC3)CC[C@@H]21
[48] C[C@@H]1CN([C@H](C)CO)C(=O)c2cccc(NS(C)(=O)=O)c2O[C@@H]1CN(C)S(=O)(=O)c1ccc(Cl)cc1
Screen / compound no. | 43 | 44 | 45 | 46 | 47 | 48
DENV2 CPE rescue | 14 | -3 | 13 | 0 | 10 | -9
Statin myotox sup | . | . | -29 | -12 | -28 | 8
SIRT5 inh | . | 10 | 1 | -1 | -2 | 2
PglD DTNB | . | 3 | -2 | -1 | 2 | -3
S100A4 inh HTS | -13 | 10 | -8 | 4 | -15 | -19
ERp5 block | 2 | 5 | 2 | 2 | -1 | 1
E-selectin induc | 0.0 | -0.1 | 0.1 | . | 0.2 | 0.8

[49] CNC(=O)C[C@@H]1CC[C@H]2[C@@H](COC[C@H](O)CN2C(=O)Nc2cccc(OC)c2)O1
[50] C[C@@H]1CN([C@H](C)CO)C(=O)c2cccc(NS(=O)(=O)c3cccs3)c2O[C@@H]1CN(C)Cc1ccccc1
[51] CCC(C)Sc1cccc(-c2nc3cnccn3c2NC2CCCCC2)c1 (stereo not drawn)
[52] Cc1noc(C)c1S(=O)(=O)N(C)C[C@@H]1Oc2ccc(NC(=O)Nc3ccc(C(F)(F)F)cc3)cc2CC(=O)N([C@H](C)CO)C[C@H]1C
[53] C[C@@H]1CN([C@@H](C)CO)C(=O)c2cccc(NS(=O)(=O)c3ccccc3)c2O[C@H]1CN(C)Cc1ccc(-c2ccccc2)cc1
[54] COc1ccc(S(=O)(=O)N(C)C[C@@H]2Oc3c(NC(=O)C4CCOCC4)cccc3C(=O)N([C@@H](C)CO)C[C@H]2C)cc1
Screen / compound no. | 49 | 50 | 51 | 52 | 53 | 54
DENV2 CPE rescue | 58* | -9 | . | -5 | -7 | .
Statin myotox sup | 1 | -21 | 14 | -3 | -14 | -67
SIRT5 inh | 0 | 1 | . | . | 3 | 0
PglD DTNB | 0 | -6 | -2 | -1 | 0 | 0
S100A4 inh HTS | 7 | -19 | -5 | . | 0 | 0
ERp5 block | -1 | 7 | 7 | . | -2 | -1
E-selectin induc | 0.1 | -0.1 | 5.1 | 0.2 | 0.9 | -0.1

[55] Cc1nn(C)c(C)c1NC(=O)CSc1nc(-c2ccccc2F)nc2c1cnn2-c1ccccc1
[56] CCCN1CCN(C(=O)C(C)n2nc(C)c3sc4ccccc4c3c2=O)CC1 (stereo not drawn)
[57] CCN1[C@@H]2c3ccc(-c4ccccc4OC)c(=O)n3C[C@@H]2[C@@H](CO)[C@@H]1C(=O)NCc1ccccc1
[58] CN(C)S(=O)(=O)c1cccc2c1C(=O)c1ccccc1C2=O
Screen / compound no. | 55 | 56 | 57 | 58
DENV2 CPE rescue | 0 | ? | 3 | 23*
Statin myotox sup | 1 | -3 | 6 | .
SIRT5 inh | 0 | 1 | 4 | -3
PglD DTNB | . | 4 | -1 | .
S100A4 inh HTS | -2 | 2 | 4 | 8
ERp5 block | -1 | -4 | 4 | -9
E-selectin induc | 8.5 | 1.2 | -0.6 | .

# The list is partial. The share of hits here may be higher or lower than overall.
